CatG inh: cathepsin G (human) inhibition | purified enzyme, AMC-tetrapeptide fluorescence, pooled mixtures | inhibition, % at 5 µM (by protocol) | hit rate 0.2% among 62,000;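 active = inhibition above 20% in each of the two mixture wells holding the compound; inactive = inhibition of 20% or less in either well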;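 note: 0% = enzyme control without mixture and 100% = blank lacking enzyme; strong numbers were not always called active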
Target sequence (P08311 21-244 limits assumed): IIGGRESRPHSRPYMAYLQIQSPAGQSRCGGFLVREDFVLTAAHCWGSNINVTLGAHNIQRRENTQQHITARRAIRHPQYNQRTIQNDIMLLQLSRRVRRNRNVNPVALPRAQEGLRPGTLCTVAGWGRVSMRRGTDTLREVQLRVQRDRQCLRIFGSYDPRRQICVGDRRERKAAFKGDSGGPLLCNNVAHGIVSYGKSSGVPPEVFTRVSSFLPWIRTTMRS
C1s inh: blocks human complement C1s protease activity; purified C1s, fluorogenic AMC substrate, pooled mixtures; mean inhibition % of two 10-compound mixtures (hits give high values), % at 5 µM (by protocol); hit rate 0.16% among 62,000; AID 538;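 active = inhibition above 20% in each of the two 10-compound mixture wells holding the compound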;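 note: 0% = enzyme wells lacking compound mixture and 100% = no-enzyme blank wells; some compounds called inactive have numbers as strong as hits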
CatB block: blocks human cathepsin B protease activity; P07858; hit rate 0.1% among 63,000; inhibition, %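 (tested at 10 µM)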; purified cathepsin B, fluorogenic substrate, fluorescence; in the data active = inhibition above about 21%;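 note: 0% = enzyme with no compound and 100% = no enzyme blank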
E coli RNAP: Escherichia coli RNA polymerase inhibition. P0A8V2. E. coli RNA polymerase, fluorescence transcription assay. inhibition, %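 (tested at 10 µM)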. hit rate 0.2% among 62,000. AID 559; in the data active = inhibition above about 20%;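 note: 0% = enzyme without compound and 100% = no enzyme blank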
CatS inh: human cathepsin S inhibition; P25774; hit rate 0.06% among 62,000; AID 501; recombinant cathepsin S, AMC dipeptide fluorescence, pooled mixtures; inhibition, %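 (tested at 5 µM per compound within 10-compound mixtures)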; in the data active = inhibition above about 32%, passing the limit was not always enough;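 note: 0% = enzyme without compound and 100% = blank without enzyme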
Target sequence (P25774 115-331 limits assumed): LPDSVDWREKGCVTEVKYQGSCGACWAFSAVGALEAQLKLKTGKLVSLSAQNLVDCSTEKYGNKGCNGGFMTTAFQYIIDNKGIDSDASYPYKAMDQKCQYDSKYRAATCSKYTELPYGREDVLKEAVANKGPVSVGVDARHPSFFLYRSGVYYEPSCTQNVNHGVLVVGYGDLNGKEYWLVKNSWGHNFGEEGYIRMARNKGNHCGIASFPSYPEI
CatL inh: blocks human cathepsin L protease activity | inhibition, %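 (tested at 10 µM)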 | purified cathepsin L, fluorogenic substrate, fluorescence | hit rate 0.17% among 58,000 | P07711 | AID 460; in the data active = inhibition above about 45%;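 note: 0% = enzyme with no compound and 100% = no enzyme blank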
Target sequence (P07711 114-288 limits assumed): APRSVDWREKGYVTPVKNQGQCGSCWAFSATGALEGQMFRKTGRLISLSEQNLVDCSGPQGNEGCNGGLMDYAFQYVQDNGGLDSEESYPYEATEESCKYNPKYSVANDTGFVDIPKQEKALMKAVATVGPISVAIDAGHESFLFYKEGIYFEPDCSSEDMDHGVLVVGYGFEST
Target sequence (P07711 292-333 limits assumed): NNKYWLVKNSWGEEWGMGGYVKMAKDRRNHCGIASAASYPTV
CatB mixtures: human cathepsin B inhibition by mixtures. P07858. Purified cathepsin B, AMC dipeptide fluorescence, compound mixtures. inhibition, %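 (ten-compound pools at 5 µM per compound and 50 µM total)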. hit rate 0.06% among 62,000. AID 488; in the data active = inhibition above about 22%, passing the limit was not always enough;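 note: 0% = enzyme without compound and 100% = no enzyme blank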
AP ELISA ortho: alternative pathway complement inhibition, orthogonal assay; Human serum alternative complement pathway, LPS-coated ELISA, C3 deposition; tested in compound mixtures; inhibition, % at 5 µM; hit rate 0.08% among 62,000; AID 1235;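 active = inhibition above 30% in each of the two pooled mixtures holding the compound, so the lower value exceeds 30%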;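 note: 0% = serum in Mg-EGTA without compound and 100% = EDTA serum blank; some compounds past the cut are filed as inactive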
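Assay system: human serum alternative complement pathway, C3 deposition on LPS-coated wells; Dosing: 5 µM per compound in ten-compound mixtures; Detection: Anti-C3 ELISA, OD 450 nm; Buffer or medium: Mg2+-EGTA GVB++ buffer containing human serum at 1:15 dilution; Timing: 1 h at 37 °C; Replication: two different pools per compound.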
FXIa inh mix: blocks human factor XIa in pooled compound mixtures; purified FXIa, fluorogenic substrate; AID 680; inhibition, % at 5 µM; hit rate 0.19% among 62,000; P03951; in the data active = inhibition above about 20%, passing the limit was not always enough;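 note: each value is inhibition by a whole ten-compound pool holding the compound; 0% = enzyme with no mixture and 100% = wells lacking enzyme; strong numbers were not always called active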
* marks the source's active call; other numbers are inactive results; · = not tested or not shown. These rows are one share of the data; rates above refer to the full screens.

CatG inh,CatB mixtures,C1s inh,FXIa inh mix,CatL inh,AP ELISA ortho,CatB block,E coli RNAP,CatS inh,SMILES
0,4,-14,6,-2,10,-3,4,1,CCN(CC)S(=O)(=O)c1ccc(-c2nnc(SCC(=O)N3CCc4ccccc43)o2)cc1
-6,0,0,3,-5,-2,4,5,-1,Cc1cccc(NC(=O)C(C)Oc2ccccc2C)n1 (centres undefined)
6,1,-12,1,-22,9,1,·,-1,CSc1ccc(-c2c(C#N)c(N)nc3c2c(C)nn3-c2ccccc2)cc1
10,4,21,1,-8,5,7,6,-1,CCOC(=O)C(C)n1nc(C)c2sc3ccccc3c2c1=O (centres undefined)
8,3,9,5,9,4,-2,6,-2,CC(=O)N(Cc1cc(=O)[nH]c2ccccc12)c1ccccc1
17,11,18,9,1,5,4,11,16,CCOc1ccc(OCc2cccc(C(=O)N3CCOCC3)c2)cc1
15,6,20,12,-2,5,1,5,0,O=C(OCCN1CCCC1)C1(c2ccccc2)CCCC1
-11,1,-31,-5,3,-21,8,6,5,c1ccc(-n2c(-c3ccco3)nnc2N2CCOCC2)cc1
-13,-17,-49,-18,5,14,1,2,-10,CC1Cc2ccccc2N1C(=O)Cc1cccs1 (centres undefined)
-5,4,1,4,-9,-10,0,-8,1,Cc1oc(-c2ccc3c(c2)OCCO3)cc1C(=O)O
4,0,-4,7,·,20,0,5,17,CCN(CC)C(=O)c1ccc2c(c1)N(Cc1ccccc1)C(=O)CS2=O (centres undefined)
6,0,-16,1,8,15,0,6,-5,CCOc1ccc(N=C(NC#N)SC)cc1
-12,4,-25,2,17,-14,11,-5,10,Cn1c(CSc2nc3ccccc3s2)nnc1SCC(=O)NCCN1CCOCC1
8,2,11,-2,·,12,0,2,-4,Cn1c(=O)oc2cc(S(=O)(=O)NCCCN3CCCC3=O)ccc21
-11,8,-45,1,·,3,11,5,25,O=C(NCCN1CCCCCC1)C1CCC(CNS(=O)(=O)c2cccc3cccnc23)CC1 (centres undefined)
9,3,-6,-2,6,5,3,6,-8,CCCCOc1ccccc1NC(=O)c1ccco1
9,3,-20,16,8,2,9,5,4,COc1ccc(OC)c2[nH]c(=O)c(CCNS(=O)(=O)c3ccc(C)cc3)cc12
0,3,2,11,11,18,-1,5,4,CCS(=O)(=O)Nc1ccc(-c2nnc(SCC(=O)c3cccc(OC)c3)o2)cc1
10,4,13,-8,1,21,2,0,-5,CCOc1ccc(NS(=O)(=O)c2ccc3[nH]cc(C(=O)N(CC)CC)c(=O)c3c2)cc1
2,7,-11,5,-7,9,-1,5,-1,c1ccc(N2CCN(c3ncnc4c3oc3ccccc34)CC2)cc1
4,2,12,5,-13,18,6,1,-3,CC(=O)N(CC1CCCO1)c1nnc(-c2ccccn2)s1 (centres undefined)
7,5,11,6,7,14,2,5,-5,O=S(=O)(NCCCCCNS(=O)(=O)c1ccccc1)c1ccccc1
-6,-11,-82,-11,-16,11,1,3,-17,COCCNc1c(-c2ccc(O)cc2)nc2ccc(Cl)cn12
5,-1,-8,4,16,-12,3,9,-14,CC1(C)CC(=O)C(C(c2ccco2)C2C(=O)CC(C)(C)CC2=O)C(=O)C1
10,-8,3,-3,11,9,-1,8,1,COC(=O)Nc1sc2c(c1C(N)=O)CCCCCC2
-15,-1,-3,2,8,-2,1,-3,9,CC1(C)NC(=O)N(CC(O)COc2ccc(-c3ccccc3)cc2)C1=O (centres undefined)
10,2,13,5,-3,19,-1,2,-9,Cc1ccc(CCN2CC(C(=O)NCCN3CCOCC3)CC2=O)cc1 (centres undefined)
7,-6,1,1,13,-3,1,7,7,CCN1CCN(Cc2ccc(NC(=O)Nc3ccccc3)cc2)CC1
6,0,3,-5,·,-1,2,6,-1,CCN1C(=O)CC(N2CCN(c3ccc(Cl)cc3)CC2)C1=O (centres undefined)
9,3,2,1,-2,10,1,3,0,COc1ccc(N2CCCn3c2nc2c3c(=O)n(Cc3ccccc3F)c(=O)n2C)c(OC)c1
15,5,-27,7,15,14,-2,7,9,COCCN1C(=O)c2oc3cc(C)c(C)cc3c(=O)c2C1c1ccc(O)cc1 (centres undefined)
10,-1,13,0,9,-9,2,10,8,O=C1OC(Nc2nccs2)c2ccccc21 (centres undefined)
7,4,3,-2,8,15,-1,3,-2,CCOC(=O)CSc1nnc(CNC(=O)c2cc(OCC)c(OCC)c(OCC)c2)n1C
12,4,14,6,-15,9,1,-1,-9,CCOc1ccc2cc(C#N)c(SCC(=O)N3CCC(C)CC3)nc2c1
9,3,5,3,2,13,5,6,3,Cc1nn(Cc2c(Cl)cccc2Cl)c(C)c1NC(=O)c1cc(C(C)C)on1
-2,4,0,2,-4,12,2,3,9,COc1ccccc1NC(=O)CCC(=O)Nc1ccccc1OC
26,-1,6,2,32,13,8,3,3,c1ccc2c(c1)C(=NCC1CCCO1)NC2=NCC1CCCO1 (centres undefined)
-7,2,-12,4,3,-8,3,·,0,COC(=O)c1cc(Br)c(=O)n(CCN2CCCCC2)c1
4,-9,-12,-4,0,21,1,6,-2,COc1ccccc1Nc1nc(N)nc(CN2CCN(c3ccccc3)CC2)n1
7,-3,-7,-5,-26,6,5,0,-3,CCOc1ccc2[nH]c(=O)c(CN(CC3CCCN3CC)C(=O)NCc3ccccc3)cc2c1 (centres undefined)
11,-3,0,8,-8,-6,0,2,0,O=C(C1CCN(S(=O)(=O)c2ccccc2)CC1)N(CCc1ccccc1)Cc1ccco1
-8,3,8,3,8,9,1,3,-9,c1ccc2c(c1)CNC1(CCCCC1)C2
3,7,3,6,-7,4,0,6,17,CC(=O)N1CCN(CCN(CC2C(C)C=C(C)CC2C)C(C)=O)CC1 (centres undefined)
8,2,12,4,19,11,1,3,-2,CCN(CC)CCNc1nc2c(c(=O)[nH]c(=O)n2C)n1CC(O)COc1ccc(Cl)cc1Cl (centres undefined)
8,3,12,4,-6,-4,-1,6,4,CCOC(=O)C1CCCN(C(=O)c2ccc(OC(C)=O)cc2)C1 (centres undefined)
9,6,6,10,-10,27,-5,1,-5,CC1(C)CC(=O)c2c(Cc3ccccc3)n[nH]c2C1
-2,6,35,12,-3,-1,6,9,9,CCCOC(=O)Nc1ccc(N2CCCCC2)cc1
-4,-1,-10,2,·,10,2,0,16,Cn1cnc2cc(NS(=O)(=O)c3ccc(Br)cc3)ccc21
-4,-1,1,5,7,-21,0,2,3,CCC12CN(C(=O)c3ccc(OC)cc3)CC(CC)(CN(C(=O)c3ccc(OC)cc3)C1)C2=O
16,1,24*,8,25,8,11,7,7,CC(C)CN(CC(C)C)S(=O)(=O)N1CCC(C(=O)NCc2ccc(F)cc2)CC1

As entered above.
COc1ccc(N2CCCn3c2nc2c3c(=O)n(Cc3ccccc3F)c(=O)n2C)c(OC)c1 | FXIa inh mix: 1
CCN(CC)CCNc1nc2c(c(=O)[nH]c(=O)n2C)n1CC(O)COc1ccc(Cl)cc1Cl (centres undefined) | E coli RNAP: 3
CCOc1ccc2[nH]c(=O)c(CN(CC3CCCN3CC)C(=O)NCc3ccccc3)cc2c1 (centres undefined) | CatG inh: 7
CCN1C(=O)CC(N2CCN(c3ccc(Cl)cc3)CC2)C1=O (centres undefined) | AP ELISA ortho: -1
CCOC(=O)CSc1nnc(CNC(=O)c2cc(OCC)c(OCC)c(OCC)c2)n1C | CatG inh: 7

The listing picks up; the 2 compounds before the break are reprinted first.
CatG inh,CatB mixtures,C1s inh,FXIa inh mix,CatL inh,AP ELISA ortho,CatB block,E coli RNAP,CatS inh,SMILES
-4,-1,1,5,7,-21,0,2,3,CCC12CN(C(=O)c3ccc(OC)cc3)CC(CC)(CN(C(=O)c3ccc(OC)cc3)C1)C2=O
16,1,24*,8,25,8,11,7,7,CC(C)CN(CC(C)C)S(=O)(=O)N1CCC(C(=O)NCc2ccc(F)cc2)CC1
14,0,-7,-7,5,-4,2,3,9,CCOC(=O)CC1=C(C#N)C(c2cccnc2)C(C(=O)OCC)=C(N)O1 (centres undefined)
9,6,10,8,-1,8,1,3,4,COC(=O)COc1ccc2oc(=O)cc(C)c2c1
6,-3,6,4,0,8,0,6,-7,Cc1ccc(C(C)C)c(OCC(=O)OCc2c(C)noc2C)c1
3,7,-2,0,11,-3,9,9,19,CCOC(=O)N1CCN(S(=O)(=O)c2cc(Cl)c(OC)cc2Cl)CC1
-1,6,-31,3,1,10,-5,3,-14,CCCC1CCC(C(=O)Nn2c(C)nc3ccccc3c2=O)CC1 (centres undefined)
11,1,5,-3,11,11,7,6,9,CCOc1cc(C(=S)N2CCN(C)CC2)ccc1OCC(=O)N1CCOCC1
7,1,12,0,22,2,-1,9,2,O=C(Cn1ncc2c1-c1ccccc1OC2)Nc1ccc(Cl)cn1
7,2,6,2,8,-8,1,9,10,COC(=O)[C@H](C)NC(=O)Nc1cc(OC)ccc1OC
11,2,15,-1,·,-2,5,14,13,CCN1CCN(c2ccc(-n3c(C)nc4c(cnn4-c4ccccc4Cl)c3=O)cc2)CC1
6,2,-6,7,-1,5,2,5,13,Cc1cccn2c(=O)c(C=Nc3ccccc3)c(NCCO)nc12
10,4,11,4,-11,-4,1,5,1,COc1c(C)cc(Br)cc1C(=O)Nc1cccc(NC(=O)c2ccco2)c1
-3,0,-10,-4,1,-4,·,5,-3,CCOC(=O)c1nc(C)[nH]c1C(=O)OCC
22,2,18,9,10,7,3,7,9,CC(CCc1ccco1)NC(=O)c1cc2c(-c3ccccc3F)nn(C)c2s1 (centres undefined)
9,-5,-3,-1,-8,14,-3,6,-5,Cc1cccc(OCC(=O)N2CCN(C(=O)CCC3CCCC3)CC2)c1
8,2,4,6,-10,17,-1,-1,-5,COc1ccc(Cn2c(SCC(=O)NCc3ccco3)nc3ccsc3c2=O)cc1
-28,-25,-41,-32,2,15,3,11,-27,COc1ccc(C2/C(=C(/O)c3ccc(C)cc3)C(=O)C(=O)N2C)cc1 (centres undefined)
